# All columns: NCI-60 one-dose screen, growth in % after 48 h at 10 µM unless noted; 100 = growth as untreated, 0 = no growth, -100 = all killed.
# NCI-H460 = NCI-H460 lung cancer; 82,000 compounds, 6.8% hits; AID 1794736
# A498 = A498 renal cancer cells; 76,000 compounds, 5.4% hits
# COLO 205 = COLO 205 colon cancer; 79,000 compounds, 7.3% hits
# HT29 = HT29 colon cancer. 81,000 compounds, 7.4% hits. AID 1794748
# RXF 393 = RXF 393 renal cancer cells. 77,000 compounds, 6.9% hits
# NCI-H23 = NCI-H23 lung cancer | 80,000 compounds, 4% hits | AID 1794731
# NCI-H226 = NCI-H226 lung cancer; AID 1794732; 79,000 compounds, 3.5% hits
# NCI-H322M = NCI-H322M lung cancer. 80,000 compounds, 2.7% hits. AID 1794733
# NCI-H522 = NCI-H522 lung cancer; AID 1794739; 78,000 compounds, 8% hits
# The depositor's hits bear a star; nt = no result given; & = joins results of further samples. The calls were made as follows: active = growth percent below 10; inactive = the rest.
# Results follow in this order: NCI-H460, A498, COLO 205, HT29, RXF 393, NCI-H23, NCI-H226, NCI-H322M, NCI-H522
[1] O=C(Cn1cc(CN2CCN(c3ccnc4cc(Cl)ccc34)CC2)nn1)Nc1ccccc1
 : 112, nt, 100, 108, 97, 108, 95, 96, 84
[2] CC1(C)CC(=O)C2=C(C1)N(CCc1ccc(S(N)(=O)=O)cc1)C1=C(C(=O)CC(C)(C)C1)C2c1ccccc1Br
 : 103, nt, 102, 103, 110, 103, 89, 98, 83
[3] CCC(C#N)N(Cc1ccc(CN(C(=O)c2ccccc2)C(C#N)CC)cc1)C(=O)c1ccccc1 (stereo unspecified)
 : 86, 70, 100, 84, 86, 81, 87, 83, 79
[4] NC(=N\N=C\c1ccccc1)/C(N)=N/N=C/c1ccccc1
 : 109&98, 97&102, 123&126, 99&98, 101&111, 104&102, 99&107, 90&91, 102&83
[5] COc1cc(CNC(=O)/C=C/c2ccccc2)ccc1OCC(=O)NO
 : 109, nt, 102, 104, 111, 103, 97, 103, 90
[6] C=CCSc1nnc(-c2ccc3nc(-c4cc(OC)c(OC)c(OC)c4)[nH]c3c2)o1
 : 105, 121, 117, 108, 123, 103, 105, 107, 100
[7] NC(=O)c1cnc2ccc(-c3csc(N)n3)cc2c1Nc1ccc(Cl)cc1
 : 101, 81, 104, 107, 110, 90, 98, 102, 104
[8] O=C(O)c1ccc2c(c1Cl)C(=O)c1ccccc1C2=O
 : 102, 111, 115, 87, 165, 93, 103, 102, 106
[9] CC(C)(C)OC(=O)N1CCC(O)[C@@H](O[Si](c2ccccc2)(c2ccccc2)C(C)(C)C)[C@H]1/C=C/c1ccccc1 (stereo partly specified)
 : 36, 68, 49, 38, 6.4*, 34, 48, 83, 30
[10] O=C1/C(=C\c2ccc(Cl)cc2)SC(=S)N1Cc1nc2ccccc2[nH]1
 : 101, nt, 105, 107, nt, 84, 95, 102, 88

# Whole records, looked up by structure. Order of screens: NCI-H460	A498	COLO 205	HT29	RXF 393	NCI-H23	NCI-H226	NCI-H322M	NCI-H522
# CC1(C)CC(=O)C2=C(C1)N(CCc1ccc(S(N)(=O)=O)cc1)C1=C(C(=O)CC(C)(C)C1)C2c1ccccc1Br is listed as 103	nt	102	103	110	103	89	98	83
# NC(=O)c1cnc2ccc(-c3csc(N)n3)cc2c1Nc1ccc(Cl)cc1 is listed as 101	81	104	107	110	90	98	102	104
# O=C(Cn1cc(CN2CCN(c3ccnc4cc(Cl)ccc34)CC2)nn1)Nc1ccccc1 is listed as 112	nt	100	108	97	108	95	96	84
# C=CCSc1nnc(-c2ccc3nc(-c4cc(OC)c(OC)c(OC)c4)[nH]c3c2)o1 is listed as 105	121	117	108	123	103	105	107	100

# (next part)
# Results follow in this order: NCI-H460, A498, COLO 205, HT29, RXF 393, NCI-H23, NCI-H226, NCI-H322M, NCI-H522
[11] C=CCC(OC(C)=O)c1ccc(OC)c(OC)c1 (stereo unspecified)
 : 106, 110, 113, 107, 124, 109, 119, 105, 92
[12] CCCCCCCC[C@@H]1N[C@@H](C(=O)OC)Cc2c1[nH]c1ccccc21
 : 102, 89, 113, 111, 97, 92, 93, 100, 87
[13] CC1=N/C(=C\c2ccc(N(C)C)cc2)C(=O)N1CCc1ccc(S(N)(=O)=O)cc1
 : 107, 102, 113, 105, 89, 98, 98, 107, 87
[14] O=C(Cc1ccc(OCc2ccccc2)cc1)NCc1ccc2c(c1)OCO2
 : 29, nt, 86, 27, 105, 78, 100, 81, nt
[15] S=C(N=Nc1ccccc1)NNc1ccccc1
 : 76, 104, 112, 105, 110, 94, 96, 93, 93
[16] O=C(Nc1ccc(S(=O)(=O)Nc2cscn2)cc1)c1cccs1
 : 124, 114, 135, 101, 110, 109, 109, 105, 94
[17] NNC(=O)CN1C(=O)NC2NC(=O)NC21 (stereo unspecified)
 : 105, 101, 121, 110, 107, 102, 99, 102, 92
[18] CCCCCCCC(C)(O)CC (stereo unspecified)
 : 107, 108, 120, 99, 101, 97, 98, 98, 72
[19] CCn1cc(Nc2ncc3nnn(-c4ccc(C(=O)OC)cc4)c3n2)cn1
 : 100, 90, 84, 53, 104, 96, 65, 104, 76
[20] CN1CCN=C1c1ccc(NC(=O)c2ccc(C(=O)Nc3ccc(C4=NCCN4C)cc3)c(N)c2)cc1
 : 98, 103, 99, 104, 114, 100, 100, 107, 102
[21] O=C1c2ccccc2-c2c1c1c3ccccc3n(CCCCBr)c1c1c3ccccc3n(CCCCBr)c21
 : 108, 124, 107, 95, 114, 107, 105, 99, 83
[22] O=C(CCCC(=O)c1ccc(F)cc1)N[C@@H](CC(=O)N1CCn2c(nnc2C(F)(F)F)C1)Cc1cc(F)c(F)cc1F
 : 103, 78, 111, 98, 95, 97, 90, 88, 86
[23] NC(=O)c1cccc(-n2ccc3cc(NC(=O)Nc4ccccc4)ccc32)n1
 : 108, 97, 112, 100, 118, 113, 104, 109, 95
[24] Nc1nc(SCC#CCCl)c2[nH]cnc2n1
 : 29, 54, 48, 54, 47, 66, 65, 63, 20
[25] Cc1ccc([N+]2=NOC(=O)C2S(=O)(=O)Nc2nc(-c3c(Cl)cccc3Cl)cs2)cc1 (stereo unspecified)
 : 102, 80, 115, 97, 90, 89, 92, 87, 78
[26] O=C(O)c1cn(C2CC2)c2cc(N3CCN(Cc4ccc(O)cc4O)CC3)c(F)cc2c1=O
 : 102, 101, 107, 103, 107, 97, 112, 107, 92
[27] Cc1ccc(NC(=O)Cn2c(Br)nc3c2c(=O)n(C)c(=O)n3C)cc1
 : 15, -6.0*, 19, 55, -3.2*, 23, -13*, 31, 63
[28] Nc1ccccc1-n1cnc2ccccc2c1=O
 : 110, 103, 123, nt, 114, 102, 89, 104, 106
[29] O=C1[C@@H]2Cc3c([nH]c4ccccc34)[C@H](c3ccc(Cl)cc3)N2C(=O)CN1C1CCN(Cc2ccccc2)CC1
 : 34, 57, 53, 25, 58, 74, 70, 59, 85
[30] Cc1sc2nc3[nH]/c(=C\c4ccc(Cl)cc4)c(=O)n3c(=O)c2c1C
 : 104, 100, 112, 96, 100, 103, 100, 103, 88

[31] COc1ccc(-c2csc(NC(=O)COCc3c(-c4ccccc4)no[n+]3[O-])n2)cc1
[32] COc1ccc2c(c1)C(=O)CC(c1ccccc1OC)O2 (stereo unspecified)
[33] O=C(Cc1ccccc1)c1ccc(O)cc1O
[34] COc1ccc(C2=NN(C(=O)c3cc(-c4ccc(C)cc4)nc4ccccc34)C(c3cc(-c4ccccc4)nn3-c3ccccc3)C2)cc1 (stereo unspecified)
[35] O=C(Nc1nc(-c2ccccc2Cl)cs1)c1cc(-c2ccc(Cl)cc2)nc2ccc(Cl)cc12
[36] CNC(=O)c1cc(Oc2ccc(NC(=O)Nc3ccc(Cl)c(C(C)(C)C)c3)c(F)c2)ccn1
[37] CC1(C)O[C@@H]2[C@@H](CO[C@@]3(COS(N)(=O)=O)OC(C)(C)O[C@@H]23)O1
[38] COc1ccc(C2=NOC3C4COC(O4)C(=O)C23)cc1 (stereo unspecified)
[39] O=C(Nc1sc2c(c1C(=O)NCc1cccs1)CCCC2)c1ccccc1
[40] COc1cc(/C=C/C(=O)c2ccc(C)cc2)ccc1Oc1nc(Nc2ccc(F)cc2)nc(N(C)C)n1

screen / no.	31	32	33	34	35	36	37	38	39	40
NCI-H460	109	100	110	74	96	49	107	102	97	34
A498	116	nt	104	91	nt	53	115	117	nt	66
COLO 205	115	109	111	106	94	20	nt	108	nt	87
HT29	103	107	nt	105	6.1*	26	112	104	103	44
RXF 393	106	106	117	95	89	90	100	108	82	48
NCI-H23	84	87	99	90	29	20	98	100	92	39
NCI-H226	95	94	116	83	73	36	108	99	nt	62
NCI-H322M	96	104	122	85	91	107	100	97	103	74
NCI-H522	87	93	107	83	58	29	nt	98	90	45

# Compounds from the list above that have fluorine, in the order listed:
[22] O=C(CCCC(=O)c1ccc(F)cc1)N[C@@H](CC(=O)N1CCn2c(nnc2C(F)(F)F)C1)Cc1cc(F)c(F)cc1F
[26] O=C(O)c1cn(C2CC2)c2cc(N3CCN(Cc4ccc(O)cc4O)CC3)c(F)cc2c1=O
[36] CNC(=O)c1cc(Oc2ccc(NC(=O)Nc3ccc(Cl)c(C(C)(C)C)c3)c(F)c2)ccn1
[40] COc1cc(/C=C/C(=O)c2ccc(C)cc2)ccc1Oc1nc(Nc2ccc(F)cc2)nc(N(C)C)n1

screen / no.	22	26	36	40
NCI-H460	103	102	49	34
A498	78	101	53	66
COLO 205	111	107	20	87
HT29	98	103	26	44
RXF 393	95	107	90	48
NCI-H23	97	97	20	39
NCI-H226	90	112	36	62
NCI-H322M	88	107	107	74
NCI-H522	86	92	29	45

# The listing picks up with the 4 entries that preceded the break.
[37] CC1(C)O[C@@H]2[C@@H](CO[C@@]3(COS(N)(=O)=O)OC(C)(C)O[C@@H]23)O1
[38] COc1ccc(C2=NOC3C4COC(O4)C(=O)C23)cc1 (stereo unspecified)
[39] O=C(Nc1sc2c(c1C(=O)NCc1cccs1)CCCC2)c1ccccc1
[40] COc1cc(/C=C/C(=O)c2ccc(C)cc2)ccc1Oc1nc(Nc2ccc(F)cc2)nc(N(C)C)n1
[41] O=S(=O)(c1ccccc1)N1CCN(Cc2ccccc2)c2ccccc21
[42] CCCCNc1ccc2c3c1cccc3c(=O)n1c3ccccc3nc21
[43] COc1ccc(C2=C/C(=C/c3cc(OC)ccc3OC)C(=O)N2CCc2ccc(S(N)(=O)=O)cc2)cc1
[44] COc1ccc(CSc2nc3ccc(C)cc3c(=O)n2-c2ccccc2)cc1
[45] Cc1cc2c(c(C)c1Cl)C(=O)/C(=C/c1ccc(O)cc1)O2
[46] CCOC(=O)c1sc(NC(=O)COc2cccc(/C=C3\Cc4ccc(Cl)cc4C3=O)c2)nc1C
[47] CCCCOc1ccc(C(=O)OCCNC(C)C)cc1N
[48] O=S(=O)(Cc1ccccc1)c1nc2ccccc2s1
[49] O=c1nc2c(-c3nc(-c4ccccc4)cs3)n[nH]n2c2sc3c(c12)CCCC3
[50] CC(=O)[C@H]1CC=C2[C@@H]3CCC4=CC(=O)C[C@]4(C)[C@H]3CC[C@@]21C

screen / no.	37	38	39	40	41	42	43	44	45	46	47	48	49	50
NCI-H460	107	102	97	34	100	48	81	103	98	103	109	103	107	106
A498	115	117	nt	66	106	96	74	106	104	133	122	111	101	99
COLO 205	nt	108	nt	87	112	85	93	112	114	116	109	nt	104	101
HT29	112	104	103	44	75	80	92	112	105	118	92	26	97	97
RXF 393	100	108	82	48	103	104	83	106	108	131	103	109	110	115
NCI-H23	98	100	92	39	82	60	95	105	88	93	89	56	93	103
NCI-H226	108	99	nt	62	86	74	92	101	105	95	100	83	88	118
NCI-H322M	100	97	103	74	114	94	88	116	97	130	96	94	100	89
NCI-H522	nt	98	90	45	65	72	71	110	85	nt	87	13	88	92

[51] Cc1ccc(-c2cnc3sc(C)cn23)cc1
[52] C=CS(=O)(=O)O
[53] O=C(O)c1cn(C2CC2)c2cc(N3CCN(C(=O)C[n+]4ccc5ccccc5c4)CC3)c(F)cc2c1=O
[54] CCC1(C(=O)NC(=Nc2ccccc2)Nc2ccccc2)CCOC1=O (stereo unspecified)
[55] CCOC1Oc2ccc(F)cc2-c2oc(=O)ccc21 (stereo unspecified)
[56] Cc1cc(C)c(C)cc1C
[57] O=C(Nc1ccccc1)Nc1ccc(C(=O)/C=C/c2ccc(N3CCCC3)cc2)cc1
[58] COc1cccc(CNC2CCCCC2)c1O
[59] O=c1c(-c2nc3ccccc3s2)cc2c(n1NS(=O)(=O)c1ccccc1)CCCC2
[60] Nc1ccc(S(=O)(=O)NCCN(CCNS(=O)(=O)c2ccc(N)cc2)S(=O)(=O)c2ccc(N)cc2)cc1

screen / no.	51	52	53	54	55	56	57	58	59	60
NCI-H460	102	105	103	105	104	104	79	105	108	101
A498	100	94	93	113	72	95	46	95	nt	93
COLO 205	107	108	114	108	143	102	67	114	110	102
HT29	102	115	110	100	93	99	69	98	103	104
RXF 393	98	116	nt	114	nt	106	59	98	103	100
NCI-H23	87	93	103	100	87	107	92	104	103	106
NCI-H226	91	98	nt	108	100	98	78	98	91	86
NCI-H322M	86	92	107	115	103	109	83	95	100	99
NCI-H522	89	108	87	nt	93	85	32	91	92	95

[61] O=C1OC(C(O)CO)C(O)=C1O (stereo unspecified)
[62] Fc1ccc(N2CCN(Cc3c[nH]c4ncnc(N5CCOCC5)c34)CC2)cc1
[63] CC(CCc1ccccn1)(CCc1ccccn1)C(=O)c1ccccc1
[64] COc1ccc2oc(=O)cc(CSc3nc(-c4ccccc4)c(C(=O)NC(C)(C)C)c(=O)[nH]3)c2c1
[65] COc1cc2cc(Oc3ccc(NC(=O)c4cccc5c4OCCO5)cc3)c(C)nc2cc1OC
[66] CCCCCCCCCCCCCCCCCCNC(=O)SC
[67] COc1ccc(NC(=O)c2sc3nc4c(cc3c2N)COCC4)cc1
[68] O=C(COc1cc(Cl)c(Cl)cc1Cl)OCCOc1cc(Cl)c(Cl)cc1Cl
[69] COc1ccc2oc(=O)cc(C3c4[nH]c5ccccc5c4CCN3S(=O)(=O)c3ccc(C)cc3)c2c1 (stereo unspecified)

screen / no.	61	62	63	64	65	66	67	68	69
NCI-H460	118	102	109	114	64	97	88	99	91
A498	110	79	106	nt	52	93	70	124	105
COLO 205	93	114	88	106	56	108	100	105	90
HT29	110	95	101	105	35	95	80	117	71
RXF 393	nt	95	118	130	61	86	90	nt	103
NCI-H23	101	94	96	100	80	101	91	117	82
NCI-H226	90	90	103	113	41	92	67	102	78
NCI-H322M	91	111	108	111	nt	88	88	105	87
NCI-H522	92	89	96	88	35	93	71	110	71

# From PubChem
